# ARFGAP1 inh: inhibits rat ARF GTPase activating protein 1; inhibition, % at 16.5 µM; Arfgap1-stimulated ARF1 GTP hydrolysis, GDP FP detection; 360,000 compounds, 0.26% hits;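 active = inhibition above a per-plate limit, mean inhibition of low control wells plus 3 SD, cut at about 25% in these data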;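 note: 0% = DMSO wells with enzyme and 100% = wells lacking Arfgap1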
# Target sequence (Q62848 1-136 limits assumed): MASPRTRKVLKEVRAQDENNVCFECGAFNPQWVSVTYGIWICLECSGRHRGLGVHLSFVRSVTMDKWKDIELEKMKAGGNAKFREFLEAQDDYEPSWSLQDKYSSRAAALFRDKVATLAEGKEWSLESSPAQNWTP
#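 Replicates: Single well per compound | Assay system: Truncated rat Arfgap1 GAP domain | Control set: No-Arfgap1 wells (100%) versus DMSO full-reaction wells (0%) | Times: Enzyme reaction 120 min at 25 °C after 20 min preincubation | Reagent: Human ARF1(Δ1-17)-GTP substrate | Measured by: Tracer-displacement fluorescence polarization with EDTA stop, 620/688 nm | Measure: Percent inhibition of Arfgap1-stimulated GTP hydrolysis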
# Tn6 DDE FP: inhibitors of Tn6 peptide binding to human fibrin DD(E); Fibrin DD(E) TRITC-Tn6 fluorescence polarization displacement; AID 720509; 370,000 compounds, 0.21% hits; inhibition, % at 8.3 µM;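 active = inhibition above a per-campaign cutoff: mean of compounds within control limits plus 3 SD, cut at about 15% in these data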;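 note: 0% = median of all compound wells on the plate and 100% = blocking peptide control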
# Rev-erbA mod: Rev-erb alpha (human) modulation; 370,000 compounds, 0.79% hits; P20393; AID 1259318; activity, % at 10 µM; Rev-erbα–FITC-DNA binding, fluorescence polarization, 90 min;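 active = activity above about 14%, limit read from the data; passing the limit was not always enough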;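 note: 0% = DMSO wells with 35 nM protein and 100% = DMSO wells with 750 nM protein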
# Target sequence (P20393 whole entry, looked up): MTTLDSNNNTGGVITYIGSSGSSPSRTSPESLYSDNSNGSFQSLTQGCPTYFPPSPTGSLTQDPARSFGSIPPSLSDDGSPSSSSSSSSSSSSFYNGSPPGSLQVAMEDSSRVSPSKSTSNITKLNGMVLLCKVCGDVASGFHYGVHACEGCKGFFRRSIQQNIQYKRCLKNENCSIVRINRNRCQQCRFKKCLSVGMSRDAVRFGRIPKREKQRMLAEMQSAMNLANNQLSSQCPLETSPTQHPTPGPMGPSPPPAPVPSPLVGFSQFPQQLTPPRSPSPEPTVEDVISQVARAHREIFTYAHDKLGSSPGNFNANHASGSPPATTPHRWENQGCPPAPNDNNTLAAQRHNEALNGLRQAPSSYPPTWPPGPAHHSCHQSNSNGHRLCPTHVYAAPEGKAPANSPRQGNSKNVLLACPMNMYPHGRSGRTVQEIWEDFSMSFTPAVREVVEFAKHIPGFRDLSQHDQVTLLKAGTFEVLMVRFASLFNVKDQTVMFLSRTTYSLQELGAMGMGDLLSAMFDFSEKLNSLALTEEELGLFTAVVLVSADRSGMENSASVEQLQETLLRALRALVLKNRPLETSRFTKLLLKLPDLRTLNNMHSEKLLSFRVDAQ
# sPLA2-III inh: Inhibits HGIII-sPLA2 liposome hydrolysis, primary screen; Q9NZ20; QFRET BODIPY PC-A2 liposome hydrolysis, fluorescence; inhibition, % at 12.2 µM; 370,000 compounds, 0.56% hits; AID 743126;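 active = inhibition above mean plus 3 SD of compounds lying within the high and low control bounds, cut at about 19% in these data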;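 note: 0% = median of test compound wells and 100% = no enzyme DMSO wells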
# Tn7 DDE FP: disrupts Tn7 cyclic peptide binding to fibrin D-Dimer-E complex; inhibition, % at 8.3 µM; 370,000 compounds, 0.13% hits; FP displacement of FITC-Tn7 peptide from fibrin DD(E); 0% = median of compound wells per plate;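 active = inhibition above the mean of compounds falling within the control limits plus 3 SD of them, cut at about 14% in these data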;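 note: 0% = plate median of compound wells and 100% = 10 µM Aha-Tn7 peptide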
#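 Test system: human clot-derived fibrin DD(E) complex / Quantity: 2 µM final DD(E) protein / Incubation: 10 min plus 3 h, room temperature / Measured by: fluorescence polarization / Benchmarks: high control of 10 µM Aha-Tn7 peptide / Replicates: singlicate testing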
# PLCb3 inh: inhibitors of human phospholipase C beta3 | Q01970 | Purified PLC-beta3, fluorogenic substrate, fluorescence | inhibition, % at 12.2 µM | 370,000 compounds, 0.18% hits; in the data active = inhibition above about 11%;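 note: 0% = median of compound wells on plate and 100% = full blocker control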
# proKLK7 act: activators of human kallikrein-7 zymogen; P49862; purified proKLK7, EDANS-DABCYL substrate fluorescence; 100% is mature enzyme control, 0% vehicle; activation, % at 7 µM; 370,000 compounds, 0.9% hits; AID 652039;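 active = activation above the mean of all tested compounds plus 3 SD, computed per campaign excluding outliers beyond control limits, cut at about 13% in these data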
# ASAP1 inh: blocks human ASAP1-stimulated Arf1 GTP hydrolysis; inhibition, % at 16.5 µM; AID 624377; 360,000 compounds, 0.19% hits; Q9ULH1; GDP FP detection; in the data active = inhibition above about 25%;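 note: 0% = vehicle with enzyme and substrate and 100% = no enzyme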
# UHRF1 binding: UHRF1 methyl-DNA binding inhibition | Q96T88 | UHRF1 binding to methylated oligo, TR-FRET | inhibition, % at 4.4 µM | 370,000 compounds, 0.75% hits; in the data active = inhibition above about 21%;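 note: UHRF1 SRA domain binding a hemimethylated CpG hairpin DNA probe; 0% = median of test compound wells and 100% = reference inhibitor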
# PLCg1 inh: inhibitors of human phospholipase C gamma1 | P19174 | purified PLC-gamma1, fluorogenic substrate, fluorescence | inhibition, % at 12.2 µM | 370,000 compounds, 0.84% hits | AID 720700; in the data active = inhibition above about 9.5%
# * = called active by the depositor; i = inactive; · = not tested or not shown.
item | mol | ARFGAP1 inh | Tn6 DDE FP | Rev-erbA mod | sPLA2-III inh | Tn7 DDE FP | PLCb3 inh | proKLK7 act | ASAP1 inh | UHRF1 binding | PLCg1 inh
1 | CCCCOc1ccc(C(=O)NCCC(=O)NCCCC(=O)OCC)cc1 | -1 | 4 | 3 | 10 | 6 | -1 | -0.2 | 3 | 1 | 0
2 | Cc1cc(Cl)c2c(c1)[C@]1(C(=O)N2)[C@@H]2C(=O)N(Cc3ccccc3)C(=O)[C@@H]2[C@@H]2CCCN21 | -14 | -6 | 4 | -8 | -11 | -3 | -0.3 | 1 | 6 | 1
3 | Cc1cc(C)c(S(=O)(=O)N2CCCCC2CCNC(=O)C(=O)NCC2CCCO2)c(C)c1 (configuration not stated) | -5 | -2 | 5 | 3 | -5 | 2 | 0.4 | -4 | 1 | 1
4 | CC(=O)c1sc(N/N=C2\CC3CCC2(C)C3(C)C)nc1C (configuration not stated) | -6 | -3 | 1 | 7 | -1 | -22 | 0.3 | 1 | -1 | -15
5 | Cc1ccccc1C1CC(c2ccccc2)Nc2ncnn21 (configuration not stated) | -6 | -4 | -1 | -5 | -2 | -14 | -0.1 | 4 | -2 | -15
6 | CC1CCc2nc(NC(=O)CN3CCOCC3)sc2C1 (configuration not stated) | 1 | 3 | 3 | -2 | -2 | -1 | -0.4 | 0 | 0 | 1
7 | CCOCCCNC(=S)Nc1ccc(S(N)(=O)=O)cc1 | 1 | -8 | 0 | 0 | -6 | 4 | 0.2 | 5 | -1 | 2
8 | N=c1c(C(=O)NC2CCCCC2)cc2c(=O)n3ccccc3nc2n1CCc1ccccc1 | 13 | 1 | 8 | -1 | -6 | -182 | -7.8 | 0 | -2 | -125
9 | O=C(CN1C(=O)S/C(=C\c2cc(Cl)c(O)c(Cl)c2)C1=O)Nc1ccccc1 | -9 | -1 | 3 | -6 | -2 | -28 | 0.3 | 12 | 0 | -15
10 | Cn1c(=O)n(CCc2ccccc2)c2ccccc21 | 1 | 5 | 7 | 14 | 6 | -5 | 0.2 | -1 | -2 | 2
11 | Cc1onc(-c2c(F)cccc2Cl)c1C(=O)OCn1nnc2ccccc2c1=O | 6 | -2 | 2 | -2 | 6 | 5 | -0.4 | -2 | 0 | 3
12 | Nc1n[nH]c(C2CCCCC2)n1 | 8 | -4 | 9 | 5 | 2 | -1 | -0.6 | 9 | -1 | -1
13 | COc1ccccc1N1CCN(c2nc(C)cc(C)c2C#N)CC1 | -2 | 1 | 3 | -12 | 0 | -12 | 0.2 | -5 | -2 | -5
14 | COCc1[nH][nH]c(=O)c1C=Nc1ccc(Cl)cc1 | 9 | 3 | -3 | 5 | -5 | 5 | -0.5 | -1 | -2 | -1
15 | COc1ccc(CCN(C)C(=O)COc2ccc(C(=O)c3ccccc3)cc2)cc1OC | 3 | 2 | 3 | 1 | -2 | -4 | -0.4 | 8 | 1 | 3
16 | CN(c1ccc(-c2csc(NC(=O)C3CC(=O)N(Cc4ccco4)C3)n2)cc1)S(C)(=O)=O (configuration not stated) | -6 | -7 | 3 | -21 | -2 | -75 | 1.0 | 4 | 9 | -38
17 | CC(NC(=O)Nc1ccc(Cl)c(Cl)c1)C(c1ccccc1)N1CCOCC1 (configuration not stated) | 10 | -7 | 4 | -32 | 0 | 3 | 0.5 | 3 | -3 | 2
18 | Cc1sc2nc(SCC(=O)O)[nH]c(=O)c2c1C | 2 | -4 | -1 | 2 | -4 | 3 | -0.5 | 20 | 0 | 3
19 | O=C(Nc1cccnc1)c1cn(-c2ccccc2)nc1-c1cccs1 | 12 | -11 | 7 | -24 | 3 | -3 | 0.3 | 15 | -2 | 0
20 | CN(C)/C=C/C(=O)c1ccc(S(=O)(=O)c2ccccc2)cc1 | -2 | 0 | 4 | -19 | -4 | -39 | -0.9 | -10 | 1 | -27

# Overlap with the part before: 4 entries, then new ones.
item | mol | ARFGAP1 inh | Tn6 DDE FP | Rev-erbA mod | sPLA2-III inh | Tn7 DDE FP | PLCb3 inh | proKLK7 act | ASAP1 inh | UHRF1 binding | PLCg1 inh
17 | CC(NC(=O)Nc1ccc(Cl)c(Cl)c1)C(c1ccccc1)N1CCOCC1 (configuration not stated) | 10 | -7 | 4 | -32 | 0 | 3 | 0.5 | 3 | -3 | 2
18 | Cc1sc2nc(SCC(=O)O)[nH]c(=O)c2c1C | 2 | -4 | -1 | 2 | -4 | 3 | -0.5 | 20 | 0 | 3
19 | O=C(Nc1cccnc1)c1cn(-c2ccccc2)nc1-c1cccs1 | 12 | -11 | 7 | -24 | 3 | -3 | 0.3 | 15 | -2 | 0
20 | CN(C)/C=C/C(=O)c1ccc(S(=O)(=O)c2ccccc2)cc1 | -2 | 0 | 4 | -19 | -4 | -39 | -0.9 | -10 | 1 | -27
21 | O=C(c1cccs1)C1CCN(c2ncnc3sccc23)CC1 | · | -6 | -3 | -5 | 0 | 1 | · | · | -4 | 0
22 | CCc1ccccc1OCC(=O)OCC(=O)Nc1cc(C)on1 | -2 | -3 | -3 | 4 | -10 | -4 | -0.1 | -6 | -1 | 3
23 | Cc1cccn2c(=O)c3cc(C(=O)NCCCOC(C)C)sc3nc12 | 5 | -2 | 6 | -5 | -7 | -208 | 1.6 | 4 | -7 | -149
24 | O=S(=O)(NCc1ccc2c(c1)OCO2)c1ccccc1F | -2 | 4 | 1 | -2 | 7 | -4 | 0.0 | -18 | 3 | 7
25 | COc1ccc(Cl)cc1NC(=O)CN1CCC(n2nnc3ccccc32)CC1 | 19 | 3 | -3 | -2 | -1 | 0 | 0.5 | 8 | 5 | -4
26 | S=C(NCCc1ccncc1)Nc1ccccc1 | -1 | 0 | -2 | 16 | 9 | 0 | 0.1 | 18 | 6 | 3
27 | Cc1cccc2c3nc4ccccc4nc3n(CCCN3C(=O)c4ccccc4C3=O)c12 | 4 | 5 | 5 | 16 | 7 | -17 | -0.3 | 4 | -2 | -17
28 | CS(=O)(=O)Oc1ccc2c(c1)O/C(=C\C=C\c1ccccc1)C2=O | 0 | 1 | -4 | -11 | -2 | -44 | -0.8 | -14 | 0 | -37
29 | COc1ccc(-c2nnn(Cc3ccccc3)n2)cc1OC | 10 | 6 | -2 | 6 | 6 | -4 | 1.0 | 2 | 1 | -3
30 | O=C(O)CSCC(=O)NCc1csc2ccc(Cl)cc12 | 7 | -3 | -2 | 7 | 4 | -9 | 0.2 | 9 | 2 | 1
31 | O=C(CCCn1c(=S)[nH]c2cc3c(cc2c1=O)OCO3)N1CCN(c2ccccn2)CC1 | 0 | 2 | -3 | 4 | -7 | -1 | 0.1 | -6 | -1 | 2
32 | Nc1nc(Oc2ccc(F)cc2)c(Br)c(=O)[nH]1 | -1 | -3 | -2 | 0 | 5 | -6 | -0.2 | -17 | -1 | 2
33 | C=CC(=O)N1CCCC(Nc2nc(Nc3ccc(N(C)C(=O)CC)cc3C)nc3nc[nH]c23)C1 (configuration not stated) | 1 | -1 | -1 | 0 | 3 | -33 | 0.0 | 8 | 7 | -16
34 | CCc1cc2c(=O)c(-c3cscn3)coc2c(CN(C)C)c1O | 0 | -2 | -1 | -5 | -7 | i | 30* | 10 | -2 | i
35 | CCc1nc2ccc(C(=O)NCCCn3ccnc3)cn2c1N(CC)C(=O)NCCc1ccccc1 | -8 | 1 | 1 | 9 | 4 | -7 | -0.7 | 6 | -1 | -6
36 | CC(C)Cc1nnc(NC(=O)c2ccc(S(=O)(=O)N3CCCC3)cc2)s1 | -4 | 8 | 3 | 2 | 0 | -4 | -0.1 | -6 | -5 | -2
37 | CCOC(=O)CNc1c(N2CCN(c3ccccn3)CC2)c(=O)c1=O | -11 | 3 | 0 | 0 | -3 | 4 | 0.2 | 3 | -1 | 4
38 | CCOC(=O)CN(C(=O)COc1nc(-c2ccccc2)cc(C)c1C#N)c1cccc(OC)c1 | 0 | -4 | -3 | -5 | -1 | -6 | 0.1 | -10 | -1 | 1
39 | O=C(CNC(=O)c1ccc(S(=O)(=O)N2CCCC2)cc1)N/N=C/c1ccco1 | 5 | 0 | -3 | 2 | 4 | -2 | 0.2 | -10 | -2 | 2
40 | COc1ccc(CCN(C)C(=O)CN2C(=O)c3ccccc3S2(=O)=O)cc1OC | 9 | 4 | -1 | 7 | -2 | 7 | -0.5 | 7 | 7 | 6
41 | CC(C)Oc1cccc(-c2n[nH]c(=S)n2N=Cc2ccc(OCc3ccccc3)cc2)c1 | · | 1 | 1 | -20 | 4 | -4 | -0.7 | · | -1 | -5

# Looked up one by one from the list above, 3 records:
item | mol | ARFGAP1 inh | Tn6 DDE FP | Rev-erbA mod | sPLA2-III inh | Tn7 DDE FP | PLCb3 inh | proKLK7 act | ASAP1 inh | UHRF1 binding | PLCg1 inh
27 | Cc1cccc2c3nc4ccccc4nc3n(CCCN3C(=O)c4ccccc4C3=O)c12 | 4 | 5 | 5 | 16 | 7 | -17 | -0.3 | 4 | -2 | -17
28 | CS(=O)(=O)Oc1ccc2c(c1)O/C(=C\C=C\c1ccccc1)C2=O | 0 | 1 | -4 | -11 | -2 | -44 | -0.8 | -14 | 0 | -37
25 | COc1ccc(Cl)cc1NC(=O)CN1CCC(n2nnc3ccccc32)CC1 | 19 | 3 | -3 | -2 | -1 | 0 | 0.5 | 8 | 5 | -4

# Compound activity from PubChem.
